Screening results: PubChem BioAssay, National Center for Advancing Translational Sciences (NCATS)
KCNH2 3.1 inh: qHTS for Inhibitors of KCHN2 3.1: Mutant qHTS. U2OS KCNH2 3.1, thallium flux FluxOr; hits give low values. AID 720553, 2013. activity change, % (tested at about 1.8 µM). 0.95% of 340,000 active;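 active = maximum activity change below -70%; inconclusive = maximum activity change from -70% to -50%; inactive = maximum activity change above -50%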;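 note: thallium influx rate constant from kinetic fluorescence after stimulation buffer; % is set by controls: 0 for no effect and ±100 for the full control effect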
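Thallium flux via FluxOr fluorescence (Red40 quencher, 45 min loading) in U2OS cells virally expressing the KCNH2 3.1 isoform (1.77 x 10^8 /mL virus, overnight at 37 C). Rate constants from 2-min kinetic reads post-stimulation, normalised to positive and negative controls.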
hERG WT inh: qHTS for Inhibitors of KCHN2 3.1: Wildtype qHTS; activity change, % at 1.84 µM; AID 720551, 2013; Voltage-gated inwardly rectifying potassium channel KCNH2 (Homo sapiens), Q12809; 0.37% of 340,000 active; U2OS, BacMam KCNH2, thallium flux FluxOr; hits give low values;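 active = maximum activity change below -70%; inconclusive = maximum activity change between -70% and -50%; inactive = maximum activity change above -50%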; note: % is set by controls: 0 for no effect and ±100 for the full control effect
Target sequence (Q12809 whole entry, looked up): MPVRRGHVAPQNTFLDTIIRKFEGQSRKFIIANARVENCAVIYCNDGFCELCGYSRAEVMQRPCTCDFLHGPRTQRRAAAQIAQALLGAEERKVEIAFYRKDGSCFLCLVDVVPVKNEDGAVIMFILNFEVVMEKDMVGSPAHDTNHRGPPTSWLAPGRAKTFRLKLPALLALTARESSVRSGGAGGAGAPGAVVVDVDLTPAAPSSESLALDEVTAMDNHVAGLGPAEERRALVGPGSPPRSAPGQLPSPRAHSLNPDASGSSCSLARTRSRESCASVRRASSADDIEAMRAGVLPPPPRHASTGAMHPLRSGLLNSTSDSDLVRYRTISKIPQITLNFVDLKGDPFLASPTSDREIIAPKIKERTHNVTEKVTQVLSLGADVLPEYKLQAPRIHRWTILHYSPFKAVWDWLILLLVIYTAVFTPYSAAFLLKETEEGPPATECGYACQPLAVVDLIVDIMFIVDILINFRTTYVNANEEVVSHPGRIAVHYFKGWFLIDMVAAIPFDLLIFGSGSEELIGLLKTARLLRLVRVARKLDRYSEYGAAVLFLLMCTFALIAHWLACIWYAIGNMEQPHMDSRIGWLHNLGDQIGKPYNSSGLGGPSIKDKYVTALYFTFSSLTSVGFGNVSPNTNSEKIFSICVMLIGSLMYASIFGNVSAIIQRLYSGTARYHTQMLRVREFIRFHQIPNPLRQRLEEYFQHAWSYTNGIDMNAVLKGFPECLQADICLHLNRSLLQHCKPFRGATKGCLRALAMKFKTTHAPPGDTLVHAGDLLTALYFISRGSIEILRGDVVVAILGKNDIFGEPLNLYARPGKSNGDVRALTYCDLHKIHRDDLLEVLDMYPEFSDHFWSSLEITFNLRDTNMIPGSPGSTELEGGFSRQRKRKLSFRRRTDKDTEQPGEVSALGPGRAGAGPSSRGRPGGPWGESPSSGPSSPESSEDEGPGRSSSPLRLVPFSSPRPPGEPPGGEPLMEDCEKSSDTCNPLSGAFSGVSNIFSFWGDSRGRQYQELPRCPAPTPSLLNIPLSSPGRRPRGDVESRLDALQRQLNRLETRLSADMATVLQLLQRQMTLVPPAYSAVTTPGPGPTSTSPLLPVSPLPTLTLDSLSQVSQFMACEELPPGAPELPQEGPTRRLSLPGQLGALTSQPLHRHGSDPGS
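U2OS cells transduced with wild-type KCNH2 virus are loaded with FluxOr dye for 45 min, and thallium flux is measured in kinetic reads before and after stimulation buffer. Rate constants are normalized to DMSO controls.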
Coupling enz: qHTS Assay for Inhibitors of Fructose-1,6-bisphosphate Aldolase from Giardia Lamblia: Coupling assay counterscreen | coupling enzyme system counterscreen, AmpLite Red fluorescence | activity change, negative = inhibition, % at 58.2 µM, hits read low | 0.67% of 290,000 active; in the data active = activity change below about -30%; note: % is set by controls: 0 for no effect and ±100 for the full control effect
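Compounds tested against the coupling enzymes alone at 57.5 uM final; readout was AmpLite Red fluorescence (525/598 nm) after 20 min at RT.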
Giardia killer: Small Molecules that selectively kill Giardia lamblia: qHTS. 0.15% of 340,000 active. Giardia lamblia trophozoite viability. AID 540267, 2011. activity change, % at 7.66 µM, hits read low; in the data active = activity change below about -80%; inconclusive = between about -30% and that limit;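 note: parasites exposed to compound for two days anaerobically before the ATP read; % is set by controls: 0 for no effect and ±100 for the full control effect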
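Each well holds 100 Giardia trophozoites and compound. After two days (48 hrs) at 37 deg C in anaerobic conditions, ATP is quantified by luminescence.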
Menin MLL FP TR: qHTS Assay for Inhibitors Targeting the Menin-MLL Interaction in MLL Related Leukemias: Competition With Texas Red Labeled MLL-derived Mutant Peptide; Menin + Texas Red MLL mutant peptide, fluorescence polarization; Potency, µM (highest dose often 61.6 µM), for inactives: at the highest dose FP activity change, negative = inhibition, usual class: inhibitors; O00255; 0.23% of 270,000 active; active = well fitted inhibition curve with a large enough effect in the polarisation, with a control signal flat, not every such curve was filed as active; inconclusive = small, poorly fitted or top-dose-only effect, or effect the other way, or a change in a side signal; inactive = no such curve, though single readings can be large or run the other way; the % refers to the polarisation; note: potency is the fitted concentration of half-maximal effect; % of control where 0% means no effect; many of its hits are not listed in these tables
USP2a inh: qHTS Assay for Inhibitors of Ubiquitin-specific Protease USP2a Using CHOP2 as the Reporter | AID 463254, 2010 | 0.01% of 330,000 active | USP2 core, Ub-CHOP2 coupled fluorogenic reporter, 485/531 | Potency, µM (doses to about 38.3 µM), inactives show top-dose activity change, negative = inhibition, usual class: inhibitors;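 note: potency is the fitted concentration of half-maximal effect; plate controls were DMSO wells for no effect and full inhibition by NEM control for full effect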
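Deubiquitinase activity read as fluorescence (485/531 nm) after Ub-CHOP2 cleavage activates the enterokinase reporter on its substrate; USP2 core 10nM, Ub-CHOP2 and substrate 25nM each, 30min compound preincubation then 60min RT; data normalized to NEM, curves fitted.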
PKM2 act: qHTS Assay for Activators of Human Muscle isoform 2 Pyruvate Kinase | AID 1631, 2009 | Pyruvate kinase PKM (Homo sapiens), P14618 | purified PKM2, Kinase-Glo ATP luminescence, activation; response scale: 0% is enzyme alone, no compound | 0.34% of 260,000 active | Potency, µM (doses to about 57.5 µM), for the others: at the highest dose activation, usual class: activators; note: potency is the fitted concentration of half-maximal effect; % is set by controls: 0 for no effect and ±100 for the full control effect; nearly all actives have a fitted effect of over 55% in size
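hPK-M2, >95% pure; 0.1 mM ADP / 0.5 mM PEP final; imidazole pH7.2 buffer w/ 7 mM MgCl2, 50 mM KCl; 1 h RT; Kinase-Glo lum. Intermediate enzyme activity for dual inhibitor/activator qHTS.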
B2AR arrestin: qHTS assay of beta-arrestin-biased ligands of beta2-adrenergic receptor. Beta-2 adrenergic receptor (Homo sapiens), P07550. beta-arrestin recruitment to beta2AR, cell-based reporter. Potency, µM (titrated, usually from 46.1 µM), inactives show top-dose activation, hits mostly activators. 0.02% of 330,000 active;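 note: potency is the fitted concentration of half-maximal effect; 0% = DMSO controls and full agonism = EC100 isoproterenol or metaproterenol; nearly all actives have a fitted effect of over 65% in size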
GALK inh: qHTS Assay for Inhibitors of Human Galactokinase (GALK); Purified GALK, Kinase-Glo residual ATP luminescence; Potency, µM (doses to about 57.5 µM), for the others: at the top dose activity change, negative = inhibition, usual class: inhibitors; 0.007% of 270,000 active; note: potency is the fitted concentration of half-maximal effect; % is set by controls: 0 for no effect and ±100 for the full control effect
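Kinase-Glo Plus luminescence measured ATP left after a 1 h room-temperature reaction. The reaction used 5 nM GALK, 100 uM galactose and 35 uM ATP at pH 8.0 (20 mM HEPES, 5 mM MgCl2, 60 mM NaCl, 1 mM DTT, 0.01% BSA).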
CXXC DNA block: qHTS Fluorescence Polarization Assay for Inhibitors of MLL CXXC domain - DNA interaction. MLL-CXXC / FITC-HOXA9 DNA fluorescence polarization. Potency, µM (top dose mostly 115 µM), inactives show at the top dose activity change, negative = inhibition, usual class: inhibitors. 0.037% of 290,000 active; active = well fitted inhibition curve with a large enough effect in the polarisation, with a control signal flat, not every such curve was filed as active; inconclusive = small, poorly fitted or top-dose-only effect, or effect the other way, or a change in a side signal; inactive = no such curve, though single readings can be large or run the other way; the % refers to the polarisation; note: potency is the fitted concentration of half-maximal effect
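Steps: dispense CXXC domain solution (7 uM) → pin compounds or unlabeled HOX-A9 DNA control → 5 min ambient → add FLSN-HOX-A9 solution (50 nM) → spin → 30 min ambient → fluorescence polarization. Tris pH 7.5/NaCl/DTT/BSA buffer.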
TRPV1 ag: HTS Assay for Compounds that Act as Agonists of the Vanilloid Receptor 1. Transient receptor potential cation channel subfamily V member 1 (Homo sapiens), Q8NER1. TRPV1-expressing cells, Fluo-8 calcium influx, agonist mode. activation, % at 8.33 µM. 0.19% of 320,000 active. AID 540275, 2011; in the data active = activation above about 80%; inconclusive = between about 30% and that limit; note: 0% is about no effect
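Fluo-8 calcium influx in TRPV1-expressing cells, kinetic read (ex 480/em 520 nm). Compound added and read 3 min for agonist activity, followed by capsaicin at EC20 final and 2 min further read for enhancement.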
* marks the source's active call; other numbers are inactive results; ? = inconclusive; . = no result given; [ ] = dose if it differs, or a comment. Unless noted, calls come from the whole dose curve; as a rule, active = well fitted curve in the direction sought with a large enough effect; inconclusive = small, poorly fitted or top-dose-only effect, or another doubt; inactive = no such curve, though single readings can be large; an effect the other way counts as inactive or inconclusive.

SMILES	KCNH2 3.1 inh	hERG WT inh	Coupling enz	Giardia killer	Menin MLL FP TR	USP2a inh	PKM2 act	B2AR arrestin	GALK inh	CXXC DNA block	TRPV1 ag
CN(Cc1ccccc1)C(=O)c1ccccc1NC(=O)c1ccco1	0	-7	3	4	-12%	0%	12%	-0.5%	0%	-15%	3
CC(=O)[C@@H]1[C@@H](C(=O)c2ccc(C)cc2)[C@]2(C(=O)Nc3ccccc32)[C@H]2C=Cc3cc(F)ccc3N12	-14	-3	-26	3	0%	-18%	?	2.2%	0%	17%	-1
O=C(O)C12CC3CC(C1)CC(n1cnc(Cl)n1)(C3)C2	-14	8	4	1	15%	-1%	1%	-0.8%	0%	-7%	-1
Cc1oc(CN2CCOCC2)cc1C(=O)O	17	10	0	9	-1%	9%	6%	0.2%	-2%	5%	1
O=c1[nH]cnc2c1cnn2Cc1ccccc1Cl	5	-2	-5	26	11%	0%	.	0.7%	.	-12%	-2
COC(=O)N/N=C/c1c(C)cc(C)cc1C	4	-1	-3	-3	15%	1%	-2%	-0.6%	2%	-2%	0
O=C(/C=C/c1ccccc1)NC1CCS(=O)(=O)C1 (stereo not given)	-2	-4	0	-17	-6%	3%	4%	6.4%	2%	10%	-2
CCN(CC(=O)NCc1cccs1)C(=O)c1ccc(Cl)c(Cl)c1	10	8	.	5	.	4%	.	0.5%	.	.	.
O=C(O)c1nnn(-c2ccc(F)cc2F)c1-c1ccccc1	10	-20	0	-24	-10%	-1%	.	0.3%	-2%	7%	-3
COc1ccc(NC(=O)c2cc(-c3ccccc3)on2)cc1	-14	5	2	-20	11%	1%	-3%	-0.3%	-3%	6%	6
O=C(Nc1ccc(-c2ccc3nncn3n2)cc1)C1CCCCC1	-5	0	2	6	-29%	1%	1%	0.0%	-1%	-2%	-2
OC(COc1ccc2c(c1)OCO2)CN1CCc2ccccc2C1 (stereo not given)	-15	19	-1	7	-5%	0%	-3%	0.2%	1%	4%	-3

Among those listed so far, 3 contain a Cl atom:
SMILES	KCNH2 3.1 inh	hERG WT inh	Coupling enz	Giardia killer	Menin MLL FP TR	USP2a inh	PKM2 act	B2AR arrestin	GALK inh	CXXC DNA block	TRPV1 ag
O=C(O)C12CC3CC(C1)CC(n1cnc(Cl)n1)(C3)C2	-14	8	4	1	15%	-1%	1%	-0.8%	0%	-7%	-1
O=c1[nH]cnc2c1cnn2Cc1ccccc1Cl	5	-2	-5	26	11%	0%	.	0.7%	.	-12%	-2
CCN(CC(=O)NCc1cccs1)C(=O)c1ccc(Cl)c(Cl)c1	10	8	.	5	.	4%	.	0.5%	.	.	.

(continued)
SMILES	KCNH2 3.1 inh	hERG WT inh	Coupling enz	Giardia killer	Menin MLL FP TR	USP2a inh	PKM2 act	B2AR arrestin	GALK inh	CXXC DNA block	TRPV1 ag
CCc1ccc(OCC(=O)NNC(=O)C2CCC2)cc1	5	-5	.	-9	.	0%	.	-0.1%	.	.	-3
Cc1ccoc1C(=O)N1CCCC(CCC(=O)N2CCN(c3ccccn3)CC2)C1 (stereo not given)	-4	-2	5	13	?	-3%	1%	-0.9%	3%	-3%	-3
COc1cc(OC)c(C(=O)NCCCN2CCOCC2)cc1OC	2	-1	1	3	-9%	0%	-4%	0.0%	-1%	8%	2
O=C(NC(=S)NCc1cccnc1)c1ccc([N+](=O)[O-])cc1	6	9	-1	-7	0%	-2%	27%	-0.4%	-2%	2%	-5
O=C(Cn1nnc(-c2cccs2)n1)NNC(=O)c1ccccc1Cl	-3	-5	5	7	.	-1%	-1%	-1.0%	0%	18%	-4
O=S(=O)(c1cccc(F)c1)N1CCN(Cc2ccc3c(c2)OCO3)CC1	8	8	-4	-3	0%	-1%	-4%	-1.0%	0%	1%	6
CSc1ccc(/C=C/C(=O)OCC(=O)NC(C)C)cc1	1	-2	1	13	-1%	1%	-13%	0.1%	0%	-11%	10
CN(CC(=O)Nc1ccc(F)c(F)c1F)C(=O)c1n[nH]c(=O)c2ccccc12	-1	3	.	14	.	-3%	.	0.2%	.	.	.
CC(C)NCCOCCOc1ccc(Cl)cc1Br	-26	49	-1	-2	1%	-1%	4%	2.2%	5%	-3%	2
COc1ccc(NC(=O)C/C(C)=N/NC(=O)c2cnccn2)cc1Cl	4	-4	-7	-19	-2%	-1%	.	-0.4%	0%	17%	6
COc1ccc(S(=O)(=O)N2CCCCC2)cc1NC(=O)c1cccs1	10	-26	.	8	.	2%	1%	0.5%	7%	1%	14
Cc1cc(C)c(NC(=O)CCCOC(=O)C2=COCCO2)c(C)c1	-2	7	-1	-1	-1%	7%	7%	-1.0%	5%	7%	4
O=C(CCN1C(=O)C2C3C=CC(C4CC34)C2C1=O)Nc1ccc(Cl)cc1O (stereo not given)	7	-5	.	-18	.	2%	-3%	3.5%	0%	-13%	3
C[C@H](CO)N1C[C@H](C)[C@@H](CN(C)CC2CCCCC2)Oc2c(NS(=O)(=O)c3cn(C)cn3)cccc2C1=O	16	-11	.	-17	.	4%	.	0.0%	.	.	.
O=C(O)CSCC(=O)N1CCN(S(=O)(=O)c2ccccc2)CC1	-5	-11	-2	-1	-18%	5%	-1%	0.2%	0%	0%	4
Cc1ccc(-c2nnn(CC(=O)N(Cc3cccs3)C(C(=O)NC(C)(C)C)c3ccco3)n2)o1 (stereo not given)	-20	1	2	25	-14%	0%	19%	-1.7%	1%	1%	13
CC/C(=N\Nc1ccc([N+](=O)[O-])cc1[N+](=O)[O-])c1ccc(O)cc1	1	14	2	13	?	2%	.	0.2%	3%	8%	-4
COc1cc(CNCCc2ccc(F)cc2)ccc1OCc1ccc(Cl)nc1	-24	15	2	16	-5%	2%	-3%	-0.7%	2%	16%	8
COCCn1c(C)cc(C(=O)COC(=O)c2cccnc2SC)c1C	-8	-4	.	-22	.	2%	.	-0.9%	.	.	.
O=S(=O)(c1ccc(F)cc1)N1CCN(C(=S)NCc2ccco2)CC1	0	1	0	29	-6%	1%	?	-0.1%	-2%	3%	?
COc1ccc(/C=N/NC(=O)c2cc[n+]([O-])cc2)cc1	4	-2	2	-14	10%	1%	-4%	0.2%	15%	36%[activator]	-1
CCOc1cccc(CN2CCCC(C(=O)Nc3ccc(-c4ccn[nH]4)cc3)C2)c1O (stereo not given)	-19	2	.	8	.	1%	.	7.8%	0%	-1%	-2
COc1ccc(/C=C/C(=O)c2cc(Br)ccc(=O)c2O)cc1	-6	-6	-4	-17	?	-2%	27%	2.8%	1%	0%	-4
COc1ccccc1NC(=O)Cc1nnc(SCC(=O)c2ccccc2)n1C	12	4	2	12	?	2%	2%	-0.5%	-2%	3%	3
CN1/C(=C\C(=O)COC(=O)C2COc3ccccc3O2)C(C)(C)c2ccccc21 (stereo not given)	-1	1	-11	-6	-6%	1%	1%	-0.7%	6%	2%	6
N#C/C(=C\c1c(N2CCCCC2)nc2ccccn2c1=O)S(=O)(=O)c1ccccc1	-11	-6	1	-23	.	1%	-2%	-0.2%	-2%	4%	2
Cc1cccc(NC(=O)CCNS(=O)(=O)c2cccc3nsnc23)c1	14	12	-2	2	19%	3%	-2%	-0.1%	-1%	3%	3
O=C(C[n+]1cccc2ccccc21)c1ccc(Cl)cc1	-32	-2	0	9	-13%	5%	.	0.0%	1%	?	-4

Ordered by the number under B2AR arrestin (high to low): some entries from above
mol | Menin MLL FP TR | PKM2 act | B2AR arrestin | GALK inh | CXXC DNA block | TRPV1 ag
Cc1cccc(NC(=O)CCNS(=O)(=O)c2cccc3nsnc23)c1 | 19% | -2% | -0.1% | -1% | 3% | 3
N#C/C(=C\c1c(N2CCCCC2)nc2ccccn2c1=O)S(=O)(=O)c1ccccc1 | . | -2% | -0.2% | -2% | 4% | 2
CN1/C(=C\C(=O)COC(=O)C2COc3ccccc3O2)C(C)(C)c2ccccc21 (stereo not given) | -6% | 1% | -0.7% | 6% | 2% | 6

Some of the compounds tested; rates above refer to the full screens.
